Pf growth 48h: P. falciparum growth inhibition at 48 hours (one generation) | P. falciparum luciferase growth in erythrocytes, 48 h | Potency, µM (highest dose often 28.7 µM), inactives show top-dose activity change, negative = inhibition, actives largely listed as inhibitors | hit rate 5.9% among 310,000 | AID 504832; further: potency means the concentration at half of the fitted maximal effect; on the % scale 0 is the no-effect control and ±100 the full control effect
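First compound was added to culture medium, then infected red cells at 0.1% parasitemia and 2% hematocrit (final). After incubation at 37 C under 5% CO2, luciferase detection reagent was dispensed and light output recorded.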
Shiga toxin inh: blocks Shiga toxin action in Vero cells; Vero cells, Shiga toxin protein synthesis inhibition reporter; inhibition, % at 38.7 µM; hit rate 9.2% among 290,000; AID 2315; in the data active means inhibition mostly above about 28%, no sharp cut-off; inactive means mostly below about 43%; further: 0% is about no effect
Giardia FBPA inh: inhibitors of Giardia lamblia fructose-1,6-bisphosphate aldolase; A8B2U2; purified Giardia FBPA; Potency, µM (series often up to 59.6 µM), for the others: top-dose activity, negative = inhibition, most hits filed as inhibitors; hit rate 0.71% among 290,000; further: potency means the concentration at half of the fitted maximal effect; on the % scale 0 is the no-effect control and ±100 the full control effect; nearly all actives have a fitted effect of over 55% in size
Target sequence (A8B2U2 whole entry, looked up): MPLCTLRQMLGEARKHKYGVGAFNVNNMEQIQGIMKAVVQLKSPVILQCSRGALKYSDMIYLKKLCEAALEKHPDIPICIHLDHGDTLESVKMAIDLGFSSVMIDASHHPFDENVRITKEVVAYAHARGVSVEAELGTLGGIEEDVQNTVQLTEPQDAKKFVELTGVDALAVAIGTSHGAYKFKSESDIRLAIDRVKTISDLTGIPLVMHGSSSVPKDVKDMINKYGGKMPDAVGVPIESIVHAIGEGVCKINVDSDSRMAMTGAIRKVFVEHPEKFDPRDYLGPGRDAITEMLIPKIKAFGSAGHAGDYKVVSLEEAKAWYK
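40 nM FBPA preincubated 10 min at RT with compound (up to 57.5 uM final), then substrate plus GAPDH/TPI/NAD/arsenate coupling and diaphorase/resazurin added. Fluorescence read after 20 min at RT, 525/598 nm.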
Sm TGR block: inhibitors of Schistosoma mansoni thioredoxin glutathione reductase | hit rate 3% among 360,000 | Potency, µM (series often up to 114 µM), for the others: at the top dose activity change, negative = inhibition, usual class: inhibitors | Q962Y6 | purified TGR, DTNB reduction, TNB absorbance 405 nm; further: potency means the concentration at half of the fitted maximal effect; on the % scale 0 is the no-effect control and ±100 the full control effect; nearly all actives have a fitted effect of over 60% in size
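TGR 20 nM + NADPH 100 uM (dispensed conc.), cpd preinc 15 min RT; start with NADPH (500 uM addition) then DTNB (15 mM addition). Kinetic TNB absorbance, 405 nm filter. Four-parameter Hill fit across titration.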
Cycloheximide cs: counter-screen hit for Shiga toxin inhibitors, cycloheximide | cell reporter, cycloheximide protein synthesis inhibition counterscreen | max response, % | hit rate 12% among 300,000; in the data active means max response mostly above about 13%, no sharp cut-off; inactive means mostly below about 14%; further: read at 38.3 µM for the half of the compounds with a filed dose; 0% is about no effect
Pf growth 96h: P. falciparum growth inhibition at 96 hours | P. falciparum luciferase reporter growth, 96 h | Potency, µM (titrated, usually from 28.7 µM), for inactives: at the highest dose activity change, negative = inhibition, actives largely listed as inhibitors | hit rate 6.9% among 320,000 | AID 504834; further: potency means the concentration at half of the fitted maximal effect; on the % scale 0 is the no-effect control and ±100 the full control effect
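96 h incubation, 37 C, 5% CO2, of luciferase-reporter P. falciparum-infected RBCs (2% hematocrit, 0.05% parasitemia final) with test compounds; endpoint luminescence.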
* hit, by the source's call; ? = inconclusive; · = no result given; [ ] = another dose, or the depositor's remark. Unless noted, the call rests on the fitted dose curve; in most records, active means well fitted curve in the direction sought with a large enough effect; inconclusive means small, poorly fitted or top-dose-only effect, or another doubt; inactive means no such curve, though single readings can be large; an effect the other way counts as inactive or inconclusive.

SMILES	Pf growth 48h	Shiga toxin inh	Giardia FBPA inh	Sm TGR block	Cycloheximide cs	Pf growth 96h
CC(Cc1ccccn1)NC(=O)c1ccc(OC2CCN(Cc3ccccn3)CC2)cc1 (configuration not stated)	38%[activator]	24*	·	-20%	38*	9.3µM*
CCc1ccc(N2CC(C(=O)OCC(=O)NC3CCS(=O)(=O)C3)CC2=O)cc1 (configuration not stated)	-1%	-2	-1%	1%	-2	-19%
COc1ccccc1C(=O)NCCC(=O)Nc1ccncc1	6%	·	·	-4%	·	-2%
COCCCNC(=S)N1CCN(c2nc(-c3ccccc3)cs2)CC1	-7%	-4	2%	3%	-2	?
NC(=S)N/N=C/c1ccc([N+](=O)[O-])cc1	5%	4	-23%	-11%	2	3%
Cc1ccc(/C=C2\SC(=S)N(CCC(=O)NCCCN3CCOCC3)C2=O)cc1	-25%	25	-3%	-4%	14	?
CCC(=O)NCCc1nc2ccccc2n1Cc1ccccc1	-18%	11	3%	-7%	-5	?
COc1ccccc1CCN=C(N)NS(=O)(=O)c1cc(F)ccc1F	1%	-10	-5%	0%	-3	4%
Nc1ccc(/C=C/c2ccc3ncccc3c2)cc1	133%[activator]	85*	5%	0%	38*	-57%
COc1ccccc1/C=N/OCc1cc(C(C)=O)ccc1OC	-16%	-1	5%	11µM*	7	8%
Cc1ccc(N(C(=O)Cn2nnc(-c3ccc(C)o3)n2)C(C(=O)NC2CCCC2)c2ccncc2)cc1 (configuration not stated)	0%	-7	·	3%	-6	10µM*
CC1CCN(S(=O)(=O)N2CCC(C(=O)NCc3cccs3)CC2)CC1	?	-4	-8%	0%	1	·
CCCS(=O)(=O)c1c(S(=O)(=O)CCC)c2cnccn2c1C(=O)c1ccc(F)cc1	13µM*	4	16%	15%	1	-20%
CCOc1ccc(CCNC(=O)C2CCN(c3nn4c(=O)cc(C)nc4s3)CC2)cc1OCC	?	-18	0%	-33%	-2	-10%
COc1ccccc1Nc1ncc(C(=O)N2CCN(Cc3ccc(OC)c(OC)c3OC)CC2)c2ccccc12	?	7	-8%	-8%	-7	?
O=C(NNc1cccc(Cl)n1)Nc1ccc(F)cc1	-14%[5.75 µM]	-2	-7%	6%	-3	0%
CCOc1ccc(C(=O)N2CCN(S(=O)(=O)c3ccc4c(c3)OCCO4)CC2)cc1OCC	?	·	·	-3%	·	?
CCOc1ccc(-n2c(SCC(N)=O)nnc2-c2cccnc2)cc1	36%[activator]	12	3%	0%	-3	-1%
CC(=O)c1cccc(NC(=O)C2CCCN2S(=O)(=O)c2cccc3cccnc23)c1 (configuration not stated)	·	-10	1%	-7%	-3	21%
CCn1c(=O)c(C(=O)CN2CCN(S(=O)(=O)c3ccc(C)cc3C)CC2)c(N)n(Cc2ccccc2)c1=O	?	-3	0%	7%	-3	8.3µM*

5 compounds picked at random from the list so far:
SMILES	Pf growth 48h	Shiga toxin inh	Giardia FBPA inh	Sm TGR block	Cycloheximide cs	Pf growth 96h
COc1ccccc1Nc1ncc(C(=O)N2CCN(Cc3ccc(OC)c(OC)c3OC)CC2)c2ccccc12	?	7	-8%	-8%	-7	?
CCOc1ccc(-n2c(SCC(N)=O)nnc2-c2cccnc2)cc1	36%[activator]	12	3%	0%	-3	-1%
NC(=S)N/N=C/c1ccc([N+](=O)[O-])cc1	5%	4	-23%	-11%	2	3%
CC(Cc1ccccn1)NC(=O)c1ccc(OC2CCN(Cc3ccccn3)CC2)cc1 (configuration not stated)	38%[activator]	24*	·	-20%	38*	9.3µM*
CCCS(=O)(=O)c1c(S(=O)(=O)CCC)c2cnccn2c1C(=O)c1ccc(F)cc1	13µM*	4	16%	15%	1	-20%

The listing picks up, repeating the 4 entries before the break.
SMILES	Pf growth 48h	Shiga toxin inh	Giardia FBPA inh	Sm TGR block	Cycloheximide cs	Pf growth 96h
CCOc1ccc(C(=O)N2CCN(S(=O)(=O)c3ccc4c(c3)OCCO4)CC2)cc1OCC	?	·	·	-3%	·	?
CCOc1ccc(-n2c(SCC(N)=O)nnc2-c2cccnc2)cc1	36%[activator]	12	3%	0%	-3	-1%
CC(=O)c1cccc(NC(=O)C2CCCN2S(=O)(=O)c2cccc3cccnc23)c1 (configuration not stated)	·	-10	1%	-7%	-3	21%
CCn1c(=O)c(C(=O)CN2CCN(S(=O)(=O)c3ccc(C)cc3C)CC2)c(N)n(Cc2ccccc2)c1=O	?	-3	0%	7%	-3	8.3µM*
O=C(CCS(=O)(=O)c1ccc(Br)cc1)N1CCCCCC1	38%[activator]	13	3%	-27%	11	0%
C#CCOc1ccc(/C=N/NC(=O)c2cccnc2)cc1OCC	12%	-12	0%	-12%	4	44%[activator]
COc1ccc(C(=O)Nc2ccc(S(=O)(=O)NC(C)=O)cc2)cc1[N+](=O)[O-]	-4%	-13	7%	21%	-3	21%
O=C1CC(c2ccccc2)Cc2nc3ncnn3cc21 (configuration not stated)	34%[activator]	-15	-10%	-6%	-4	·
O=C(COC(=O)[C@H](Cc1ccccc1)NS(=O)(=O)c1ccccc1F)NC1CCCCC1	·	0	1%	-12%	7	10%
CC(=O)Oc1ccc(/C=C2/C(=O)N(c3ccccc3)N=C2C)cc1	-18%	3	0%	2%	10	36%[activator]
COc1cc(NC(=O)CSc2nccc(C)n2)c(C(=O)O)cc1OC	2%	28	-8%	8%	-4	3%
CCOC(=O)COc1c(C(=O)OC)sc2ncccc12	33%[activator]	-10	1%	-2%	-4	59%[activator]
COc1ccccc1C1c2ccc3ccccc3c2Oc2ncn(CCCO)c(=N)c21 (configuration not stated)	7.4µM*	-19	1%	-6%	-8	2.6µM*
O=C(NCCCN1CCCC1=O)c1ccc(NS(=O)(=O)c2ccccc2)cc1	?	·	·	-7%	·	?
CC(Sc1nnc(-c2ccccc2F)n1C1CC1)C(=O)N1CCCC1 (configuration not stated)	?	·	·	-9%	·	58%[activator]
O=[N+]([O-])CC1(n2nc3ccccc3n2)CCCCC1	-12%	·	·	?	·	83%[activator]
NC(=S)Nc1cccc2[nH]ncc12	20%	-5	-5%	-1%	-6	78%[activator]
CCOC(=O)c1ccc(NC(=O)c2n[nH]c(=O)c3ccccc23)cc1	29%	6	-4%	·	11	?
O=C(CO/N=C/c1ccc(OC(F)F)cc1)NCc1ccco1	-18%	-9	5%	?	9	1%
Cn1cc(C(=O)c2cccc(Cl)c2)cc1C#N	3%	-11	4%	11%	4	-7%
CCCCNC(=O)c1onc(CSc2ccc(OC)cc2)c1C(=O)O	14%	-13	23%	-4%	-2	18%
O=C(CN1C(=O)COc2ccccc21)Nc1ccc2c(c1)OCCO2	16%	32	0%	-23%	12	?
CC1=CC(=C(C#N)C#N)c2ccccc2N1C	12µM*	-7	-5%	-7%	-5	13%
Cc1cc(=O)cc(C)n1-c1ccc(Cl)cc1	-6%	-24	3%	·	-2	?
C#CCOCCOCCOCCNc1nc(N2CCN(C(=O)[C@H]([C@@H](C)CC)n3cc(CCCN=C(N)N)nn3)CC2)nc(N2CCN(C(=O)[C@H](CCCCN)n3cc(CC(C)O)nn3)CC2)n1 (some centres not stated)	-25%	·	·	2%	·	?
CCc1ccc2c(CC(=O)NNC(=O)c3ccncc3)coc2c1	-8%	·	·	7%	·	?
C#CCNC(=O)c1cccn1-c1ncc(C(F)(F)F)cc1Cl	?	-26	7%	5%	-1	-6%
CCC(=O)N1CCc2cc(S(=O)(=O)NCCC(=O)Nc3ccccc3C)ccc21	?	-17	6%	8%	-3	12µM*
Cc1noc(-c2ccc(C(F)(F)F)cc2)c1NC(=O)Nc1ccc(Cl)cc1	2.6µM*	16	5%	-4%	-1	2.6µM*
CC1CN(c2c3c(nc4ncnn24)CCCC3)CC(C)O1 (configuration not stated)	1%	7	-2%	-1%	-2	17%[5.75 µM]
CCOC(=O)c1[nH]cnc1C(=O)Nc1ccc([N+](=O)[O-])cc1	33%[activator]	6	-16%	3%	-4	17%
CCCCc1ccc(NC(=S)N2CCN(c3ncccn3)CC2)cc1	-17%	-15	1%	6%	0	6%[5.75 µM]
O=S(=O)(c1ccc(Cl)cc1)N1CN(CC2CCCO2)c2nc3ccccc3nc21 (configuration not stated)	?	8	-8%	-15%	-2	-19%
CCOC(=O)N1CCN(C(=O)C(=O)NN)CC1	17%	-5	-4%	0%	-4	13%
Nn1c(Cc2cccc3ccccc23)nnc1SCC(=O)NCC1CCCO1 (configuration not stated)	16%	·	·	-5%	·	-7%
Cc1nnc2ccc(-c3cccc(NS(=O)(=O)c4cc(F)ccc4F)c3)nn12	72%[activator]	·	·	3%	·	?
COc1ccc(OCC(=O)OCC(=O)NC2CC2)cc1	-9%	·	·	2%	·	2%
CCC(=O)Nc1nnc(S(=O)(=O)N(CC)c2cc(C)cc(C)c2)s1	-23%	-3	-1%	-20%	-3	17%
CC(=O)c1ccc(N2C(=O)[C@@H]3[C@H](C2=O)[C@H]2c4ccccc4C=NN2[C@@H]3C(C)=O)cc1	13%	32	-6%	1%	10*	13%
CCN(CC)C(=O)Oc1ccc2cc(Br)ccc2c1	114%[activator]	123*	5%	0%	28*	237%[activator]
CN(C)CCn1c2c(c(SCC(=O)Nc3cccc(C(F)(F)F)c3)nc1=O)CCCC2	?	·	·	5%	·	?
COC(=O)c1ccccc1OP(=O)(c1cccc([N+](=O)[O-])c1)c1cccc([N+](=O)[O-])c1	34%[activator]	-13	0%	1%	1	9%
COCCN(C(=O)CNC(=O)c1cccs1)C(C(=O)NC1CCCCC1)c1ccco1 (configuration not stated)	3%	28	3%	0%	-2	·
COc1ccc(C)cc1NC(=O)c1nn(C)cc1Br	-7%	35	-4%	0%	-2	-18%
CN(C)c1nc(N)c([N+](=O)[O-])c(NCCO)n1	20%	-2	1%	5%	-6	0%
Cc1cc2occ(CC(=O)NC3(C)CCS(=O)(=O)C3)c2cc1C (configuration not stated)	-4%	-2	-10%	-1%	-1	14%
O=C(N/N=C/c1ccc2c(c1)OCO2)c1cc(-c2ccc(F)cc2)nc2ccccc12	20%	92*	8%	1%	50*	?
NC(=O)NC(CC(=O)NCCc1ccc(S(N)(=O)=O)cc1)c1ccccc1Cl (configuration not stated)	-4%	-3	1%	8%	-3	-3%
CN(C)N=Nc1nc2c(c(=O)n(C)c(=O)n2C)n1CC1CO1 (configuration not stated)	0%	-5	0%	-25%	-1	-6%
CCCCC1(C)Nc2ccccc2-c2nc3ccccc3n21 (configuration not stated)	2.1µM*	84*	-8%	2%	13	1.3µM*
CC(=O)c1cccc(NC(=O)CN(c2ccccc2)S(C)(=O)=O)c1	6%	-17	2%	-23%	-7	?
O=C(Nc1nc(-c2ccc(-c3ccccc3)cc2)cs1)c1cnccn1	34%[activator]	35*	12%	-1%	35*	58%[activator]
COc1ccc(C2C(C(=O)c3ccc(C)o3)=C(O)C(=O)N2Cc2ccco2)cc1OC (configuration not stated)	17%	-6	·	0%	5	-11%
CC(C)(C)N1OC2CC1c1nc3ccccc3n1C2 (configuration not stated)	45%[activator]	2	1%	-8%	-5	0%
COc1ccc(NC(=O)CCN2C(=O)c3ccccc3C2=O)c(OC)c1	4%	-9	2%	-15%	-3	50%[activator]
CCN1CCS/C1=C\C=C\C1=[N+](CC)CCS1	0.93µM*	11	2%	-17%	-2	63%[activator]
CC1CCCN(C(=O)COC(=O)c2n[nH]c3ccccc23)C1 (configuration not stated)	145%[activator]	84	-5%	4%	23	·
COc1cccc(N/C(N)=N/c2nc(C(F)(F)F)cc(=O)[nH]2)c1	27%	-7	0%	0%	-3	30%
Fc1ccccc1NC(=S)N1CCN(Cc2ccc3c(c2)OCO3)CC1	5%	-5	5%	4%	-1	25%
CCn1c(SCC(=O)Nc2cccc(NC(C)=O)c2)nc2c([nH]c3ccccc32)c1=O	-2%	-3	8%	0%	-1	48%[activator]
O=C(c1ccc(S(=O)(=O)NCc2ccco2)cc1)N1CCCC1	5%	-14	2%	-14%	-1	-16%

High-throughput results as filed in PubChem BioAssay.

Not a hit list; about 24% have a hit in one of these screens.
